HSF1 inhib = HSF1 inhibition; NIH3T3-HGL HSE-luciferase, MG132-induced, luminescence 8 h; stronger effect = lower value; activity change, negative = inhibition, % at 7.5 µM (by protocol); 0.77% of 300,000 active;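 active means more than half of replicate wells show activity change below -50%, luminescence cut by over half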;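 further: luciferase reports HSF-1 transcriptional activity via heat shock element; 0% = median of DMSO wells and -100% = zero luminescence signal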
KLF5 inh = inhibitors of KLF5 expression; DLD-1 KLF5 promoter-luciferase reporter, luminescence; inhibition, % at 5 µM; 0.23% of 290,000 active; AID 1700;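 active means inhibition above a per-plate limit of that plate's mean compound inhibition plus 3 SD, cut at about 60% in these data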;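 further: 0% = DMSO wells and 100% = LY294002 at 200 µM; higher means less KLF5 promoter-driven luciferase light; inactives centre near -14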
SKKanGAS inh = blocks kanamycin growth of S. pyogenes SKKanGAS strain. BacTiter-Glo, 6 h. 1.3% of 300,000 active. inhibition, % at 7.5 µM. AID 1662;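 active means mean replicate score, as percent of positive control median, at least 50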;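 further: strain carries kanamycin resistance gene driven by streptokinase promoter and grows in 40 µg/ml kanamycin; loss of luminescence reflects streptokinase promoter inhibition or plain growth inhibition; 0% = median of DMSO wells and 100% = positive control at its reference dose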
IEC-6 cytotox = counter-screen for KLF5 inhibitors: cytotoxicity in IEC-6 cells; AID 1825; 0.78% of 290,000 active; IEC-6 cytotoxicity, luminescence viability; inhibition, % at 5 µM; in the data active means inhibition above about 22%;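 further: 0% = plate median of test compound wells and 100% = cytotoxic reference compound wells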
HSF-1 act = increases HSF-1 driven luciferase reporter signal; NIH3T3-HGL HSF-1 luciferase reporter, MG132, 8 h; 100% = twice DMSO control signal; activation, % at 9 µM; 1.7% of 300,000 active; AID 504408;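 active means mean replicate activation of at least 50% with a set share of replicates each reaching 50%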;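 further: 0% = median of the neutral control wells and 100% = twice that signal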
HSP90 refold inh = inhibitors of HSP90 luciferase refolding in rabbit reticulocyte lysate; 0.91% of 290,000 active; AID 1789; luciferase refolding luminescence, 3 h; inhibition, % at 5.6 µM;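 active means inhibition above the screen-wide mean plus 3 SD, computed separately per campaign, cut at about 16% in these data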;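 further: 0% = DMSO wells and 100% = 60 µM geldanamycin wells; inhibitors lower the luminescence because luciferase stays unfolded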
aSyn UTR inh = MLPCN primary screen, SNCA 5' untranslated region; alpha-synuclein 5'UTR reporter, inhibitor activity; inhibition, % (tested at 7.5 µM); 0.82% of 300,000 active; AID 1813; in the data active means inhibition above about 60%;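 further: H4 neuroglioblastoma cells stably carrying SNCA 5'UTR luciferase fusion; 0% = DMSO wells and 100% = positive control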
Platelet DG rel = platelet dense granule release activity | human platelet-rich plasma, SFLLRN dense granule ATP release, luminescence | AID 1663 | inhibition, %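 (compounds screened at 7.5 µM in platelet-rich plasma)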 | 0.22% of 300,000 active;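 active means mean replicate score, as percent of positive control, at or above 50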
AI-2 QS mod = modulates the Vibrio harveyi AI-2 quorum sensing system. Vibrio harveyi JMH597 AI-2 luminescence/OD600 ratio, 9 h; stronger effect = lower value; strain lacks LuxN and CqsS sensors; 0 = neutral-control median. activity change, % at 7.5 µM. 0.4% of 300,000 active; in the data active means activity change below about -75%, passing the limit was not always enough;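 further: luminescence divided by OD600 gain over 9 h not by final OD600 alone; inactives centre near 13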
HIF act = HIF pathway transcriptional activation; U2OS HRE-luciferase reporter, luminescence; normalized: DMSO 0%, desferrioxamine 100%; activation, % at 7.5 µM (by protocol); 0.32% of 300,000 active; AID 1910;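 active means mean activation of at least 10% of the iron chelator positive control signal, with at least half of replicates also reaching 10%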
Numbers without * were called inactive; / = no result given.

cpd | Compound | KLF5 inh | HSP90 refold inh | HSF1 inhib | HIF act | aSyn UTR inh | SKKanGAS inh | HSF-1 act | IEC-6 cytotox | Platelet DG rel | AI-2 QS mod
1 | CCCCN1C(=S)NC[C@@H]1C(C)CC (stereo not given in full) | 8 | 0 | -4 | -0.7 | 6 | -2 | -13 | 0 | -3 | 3
2 | CCCn1c(-c2cc(OC)c(OC)c(OC)c2)nc2c1c(=O)[nH]c(=O)n2Cc1ccccc1 | 9 | 0 | 7 | -0.8 | 42 | 5 | 11 | 6 | 6 | 5
3 | C=CCN1C(=O)C(Cc2ccccc2)S/C1=N/N=C/c1cccs1 (stereo not given) | -21 | -3 | 8 | -1.8 | 1 | 23 | 5 | -1 | -2 | 15
4 | O=C(Nc1cccc([N+](=O)[O-])c1)C1CCN(C(=O)Cc2ccccc2)CC1 | -16 | 2 | -1 | -0.3 | 5 | 11 | 3 | -2 | 13 | 43
5 | CC12c3ccccc3C(c3ccccc31)C1C(=O)N(Cc3cccnc3)C(=O)[C@H]12 (stereo not given in full) | -15 | 2 | 29 | -0.5 | -3 | -9 | 70* | -8 | -22 | 8
6 | Brc1cccc(/C=N/Nc2nn[nH]n2)c1 | -49 | 2 | -5 | -0.1 | -10 | -6 | -7 | -5 | -10 | 9
7 | Cc1nn(C)c(C)c1CN(C)C(=O)c1nn2c(c1Br)NC(c1cccs1)CC2C(F)(F)F (stereo not given) | -16 | 0 | -2 | -0.2 | 24 | -2 | -5 | -2 | -7 | -2
8 | CC1CN(c2ccc([N+](=O)[O-])c(NCCOc3ccccc3)c2)CCN1 (stereo not given) | -47 | 10 | 15 | -0.2 | -38 | 0 | 9 | 4 | 4 | 9
9 | Cc1ccc(CSc2nnc(SCC(=O)N/N=C/c3c(C)nn(-c4ccccc4)c3C)s2)cc1 | -34 | -8 | 56 | 1.3 | -115 | 25 | 65* | -7 | -7 | 19
10 | CNC(=O)c1cc(C(=O)c2ccc(C(F)(F)F)cc2F)c[nH]1 | 4 | -1 | 5 | 0.9 | -10 | -7 | 4 | -2 | 3 | 11
11 | Cc1nc(SCC(=O)NCC2CCCO2)c2c3c(sc2n1)CCCC3 (stereo not given) | -2 | 4 | 7 | -0.5 | -6 | 6 | 30 | 19 | 2 | /
12 | CCc1nc(Nc2ccc3nccnc3c2)c2oc3ccccc3c2n1 | -14 | -1 | -35 | -0.7 | -8 | 7 | -37 | 8 | -10 | 25
13 | COc1ccc(-n2c(O)c(C=NCc3ccccn3)c3ccccc3c2=O)c(OC)c1 | -24 | 1 | 0 | 0.0 | -3 | -4 | 5 | -10 | 0 | 1
14 | Cc1ccc(NC(=O)CNCc2ccccc2Cl)cc1S(=O)(=O)N(C)C | -70 | 0 | 25 | 4.0 | -72 | 1 | 43 | 0 | 4 | 3
15 | C#CCN(CC=C)C(=O)c1cccc(OC2CCN(S(C)(=O)=O)CC2)c1 | -3 | 3 | -6 | 1.7 | 4 | -6 | -27 | 4 | -1 | 11
16 | O=C(CCNC(=O)c1ccc([N+](=O)[O-])cc1)NCCc1ccccc1 | -23 | -4 | 1 | -1.5 | -25 | -1 | -2 | -2 | 0 | /
17 | COc1cc(C(=O)Nc2cccc(-c3nc4ncccc4o3)c2C)cc(OC)c1OC | -9 | -4 | -3 | -0.7 | 4 | 4 | 16 | 0 | 2 | 8
18 | Cc1cccc(CN2CCc3c([nH]c4ccccc34)C2CC(C)C)n1 (stereo not given) | -41 | -5 | 2 | -0.5 | 8 | 42 | -3 | 2 | -2 | -5
19 | O=C(NCc1ccccc1)C1CCN(S(=O)(=O)N2CCCCCC2)CC1 | -15 | 1 | 0 | 0.2 | -15 | 0 | 11 | 8 | 12 | -14
20 | CC(=O)Nc1ccccc1OCC(=O)N(Cc1ccccc1)C(C)C | -9 | -1 | -6 | -0.1 | 13 | 6 | 6 | -3 | 14 | 32

Some of the entries so far, with values under each structure.
Each structure is followed by: KLF5 inh | HSP90 refold inh | HSF1 inhib | HIF act | aSyn UTR inh | SKKanGAS inh | HSF-1 act | IEC-6 cytotox | Platelet DG rel | AI-2 QS mod
[14] Cc1ccc(NC(=O)CNCc2ccccc2Cl)cc1S(=O)(=O)N(C)C
  -70 | 0 | 25 | 4.0 | -72 | 1 | 43 | 0 | 4 | 3
[15] C#CCN(CC=C)C(=O)c1cccc(OC2CCN(S(C)(=O)=O)CC2)c1
  -3 | 3 | -6 | 1.7 | 4 | -6 | -27 | 4 | -1 | 11

Back to the main list; the 7 compounds before the break are reprinted first.
cpd | Compound | KLF5 inh | HSP90 refold inh | HSF1 inhib | HIF act | aSyn UTR inh | SKKanGAS inh | HSF-1 act | IEC-6 cytotox | Platelet DG rel | AI-2 QS mod
14 | Cc1ccc(NC(=O)CNCc2ccccc2Cl)cc1S(=O)(=O)N(C)C | -70 | 0 | 25 | 4.0 | -72 | 1 | 43 | 0 | 4 | 3
15 | C#CCN(CC=C)C(=O)c1cccc(OC2CCN(S(C)(=O)=O)CC2)c1 | -3 | 3 | -6 | 1.7 | 4 | -6 | -27 | 4 | -1 | 11
16 | O=C(CCNC(=O)c1ccc([N+](=O)[O-])cc1)NCCc1ccccc1 | -23 | -4 | 1 | -1.5 | -25 | -1 | -2 | -2 | 0 | /
17 | COc1cc(C(=O)Nc2cccc(-c3nc4ncccc4o3)c2C)cc(OC)c1OC | -9 | -4 | -3 | -0.7 | 4 | 4 | 16 | 0 | 2 | 8
18 | Cc1cccc(CN2CCc3c([nH]c4ccccc34)C2CC(C)C)n1 (stereo not given) | -41 | -5 | 2 | -0.5 | 8 | 42 | -3 | 2 | -2 | -5
19 | O=C(NCc1ccccc1)C1CCN(S(=O)(=O)N2CCCCCC2)CC1 | -15 | 1 | 0 | 0.2 | -15 | 0 | 11 | 8 | 12 | -14
20 | CC(=O)Nc1ccccc1OCC(=O)N(Cc1ccccc1)C(C)C | -9 | -1 | -6 | -0.1 | 13 | 6 | 6 | -3 | 14 | 32
21 | Cc1cc2cc(CN(Cc3cccs3)C(c3nnnn3C(C)(C)C)C(C)C)c3nnnn3c2cc1C (stereo not given) | -29 | 0 | 5 | 0.1 | 21 | 2 | -10 | -1 | 13 | 18
22 | Cc1cc(C)cc(NC(=O)Cn2cc3c(n2)CCCCC3)c1 | -7 | 0 | 3 | -0.1 | 3 | 5 | 7 | 6 | 2 | 19
23 | O=C(c1cc2c(s1)-c1ccccc1S(=O)(=O)C2)N1CCN(Cc2ccccc2)CC1 | -11 | 3 | 1 | 0.5 | -40 | -6 | 9 | 8 | -18 | 20
24 | Cc1cc(NC(=O)c2cc3n(n2)C(C(F)(F)F)CC(c2ccco2)N3)n(-c2ccccc2)n1 (stereo not given) | -37 | -1 | -12 | -0.6 | 24 | -6 | -18 | 1 | -5 | 14
25 | O=C(NCCc1ccc(Cl)cc1)C1(c2ccccc2)CC1 | -24 | 4 | 1 | -0.8 | -25 | -14 | 10 | -4 | -5 | 5
26 | CC1CCN(C(=O)CN(c2ccccc2)S(=O)(=O)N(C)C)CC1 | -14 | 4 | -1 | 0.1 | 21 | -6 | 2 | -5 | -9 | 15
27 | CC(C)(C)NC(=O)CN(Cc1ccc2c(c1)OCO2)C(=O)CNS(=O)(=O)c1ccc(F)cc1 | -1 | 1 | 5 | 19* | -8 | 2 | 12 | 3 | 6 | 31
28 | Cc1ccc(S(=O)(=O)N2CCC(C)CC2)cc1C(=O)NCCN1CCOCC1 | -19 | 2 | -9 | 0.2 | -7 | -15 | -23 | 7 | -4 | 6
29 | C/C(=N/NC(=O)c1cc2ccccc2cc1O)c1ccco1 | -87 | 2 | 95 | 0.4 | -64 | 21 | 93* | 1 | 19 | 9
30 | COc1cc2c(c(OC)c1O)C(=O)CO2 | -20 | 1 | 1 | -0.1 | 8 | 5 | -5 | 0 | 21 | 14
31 | Cc1nc2sc3c(c2c(=N)n1N)CC(C)(C)OC3 | -10 | 0 | -1 | 0.1 | 16 | 2 | 2 | 1 | -5 | 18
32 | COc1ccc(F)cc1C(=O)C1CCCN(Cc2ccc(Oc3ncccn3)cc2)C1 (stereo not given) | 8 | 3 | -5 | -0.4 | 14 | 4 | 2 | 5 | -1 | 9
33 | Cc1cc(NC(=O)C(C)Oc2ccc(Cl)cc2Cl)n(-c2ccccc2)n1 (stereo not given) | -36 | -1 | -6 | -0.2 | 14 | -4 | -2 | -6 | 7 | 12
34 | C=CC[n+]1c(C)csc1Nc1ccc(C(=O)O)cc1 | -15 | -2 | 8 | -0.3 | -59 | 6 | 7 | -11 | -1 | 27
35 | Cc1ccc(NC(=O)CN(C)S(=O)(=O)c2cccc3cccnc23)cc1 | -36 | 1 | 1 | / | 20 | -4 | 3 | 3 | 2 | 22
36 | CCCC(=O)Nc1cc(C)c(NC(=O)C23CC4CC(CC(C4)C2)C3)cn1 | -34 | -1 | -7 | 0.0 | 1 | 3 | -5 | -4 | -2 | 36
37 | Cc1cccc(C(=O)NCC(=O)Nc2ccc(S(=O)(=O)Nc3nc(C)cc(C)n3)cc2)c1 | -10 | 6 | -3 | 0.3 | 22 | -4 | 7 | 3 | 1 | 32
38 | CCOc1ccc(S(=O)(=O)NCCC(=O)NCCc2ccc(C(C)C)cc2)cc1 | / | / | 1 | 0.1 | 13 | -5 | 5 | / | -7 | 14
39 | COC(=O)c1ccc(C(=O)N2CCCC(CNC(=O)c3ccccc3Cl)C2)cc1 (stereo not given) | -45 | -3 | 5 | 0.3 | -35 | 1 | 7 | 5 | -6 | 17
40 | O=C(CC1SC(=O)N(c2ccccc2)C1=O)Nc1ccc(Cl)cc1 (stereo not given) | -4 | 5 | 24 | 1.3 | -15 | 4 | 6 | -2 | 5 | 31
41 | CC1CN(CC(=O)Nc2ccccc2Sc2ccccc2)CC(C)O1 (stereo not given) | -13 | -2 | 0 | -0.1 | 27 | 5 | -5 | 5 | 15 | 12
42 | COCCN(C(=O)CSc1nc2ccccc2c(=O)n1CCOC)c1c(N)n(Cc2ccccc2)c(=O)[nH]c1=O | -14 | -1 | -8 | 0.2 | -18 | -9 | -2 | 4 | 1 | 26
43 | O=C1C2C(c3ccccc3)C=CC(c3ccccc3)C2C(=O)N1C1CCCCC1 (stereo not given) | -4 | 4 | 1 | 0.0 | 24 | -8 | -6 | 4 | 5 | 12
44 | COc1ccc(NC(=S)Nc2cc(C)ccn2)c(OC)c1 | -44 | -1 | 20 | 3.0 | -243 | -2 | 15 | 5 | 4 | 15
